# Source: PubChem
# NPY Y1 blocker = blocks the human neuropeptide Y Y1 receptor. inhibition, % at 3.6 µM. HEK293-CNG Y1 cells, membrane potential fluorescence; NPY at EC95, then isoproterenol. P25929. AID 1040. actives 1% (n = 200,000);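 active = inhibition above the campaign mean inhibition of all tested compounds plus 3 SD, cut at about 20% in these data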;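 note: 0% = DMSO wells given NPY plus isoproterenol and 100% = isoproterenol alone without NPY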
#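 Assay system: HEK293 cells with Y1 receptor plus CNG channel | Probe or stimulus: NPY (25 nM), isoproterenol (1 µM), Ro 20-1724 (25 µM) | Timing: Compound incubation 1 h at room temperature, readout 45 min post-stimulation | Measured by: Membrane-potential fluorescent dye readout | Benchmarks: High control isoproterenol alone, low control NPY with isoproterenol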
# S1P4 ag = human S1P4 receptor agonism; S1P4-expressing cell line, agonist reporter assay; AID 1509; actives 0.35% (n = 220,000); activation, % at 4.98 µM; in the data active = activation above about 11%;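 note: 0% = DMSO vehicle and 100% = reference agonist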
# p47phox inh = blocks human p47phox regulatory protein of NADPH oxidases | p47phox/p22phox peptide binding, fluorescence polarization, 2 h | inhibition, % at 24.7 µM | actives 0.53% (n = 220,000) | AID 1274;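 active = inhibition above about 30%, limit read from the data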;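 note: 0% = p47phox with labelled peptide and 100% = labelled peptide alone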
# Target sequence (P14598 whole entry, looked up): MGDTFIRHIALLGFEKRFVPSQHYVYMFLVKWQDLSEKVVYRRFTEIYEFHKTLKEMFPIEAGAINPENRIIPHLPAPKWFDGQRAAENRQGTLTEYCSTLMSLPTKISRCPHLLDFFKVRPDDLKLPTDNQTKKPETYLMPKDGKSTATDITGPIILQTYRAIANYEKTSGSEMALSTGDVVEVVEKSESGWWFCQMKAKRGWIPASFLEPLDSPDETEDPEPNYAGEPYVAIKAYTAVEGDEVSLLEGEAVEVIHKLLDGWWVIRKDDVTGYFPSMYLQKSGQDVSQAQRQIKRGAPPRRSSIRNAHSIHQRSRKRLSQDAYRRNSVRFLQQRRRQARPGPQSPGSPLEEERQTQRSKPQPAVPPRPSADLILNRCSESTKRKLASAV
# NPY-Y1 PAM-ag = potentiates or activates human NPY-Y1 receptor | P25929 | NPY-Y1 expressing cells, potentiator/agonist activation | activation, % at 3.6 µM | actives 0.37% (n = 220,000); in the data active = activation above about 33%, passing the limit was not always enough;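 note: cells stimulated with NPY at EC10 then isoproterenol at EC100; 0% = low agonist plus stimulus and 100% = saturating agonist plus stimulus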
# CHOP inh = inhibitors of CHOP induction in ER stress response; CHO-K1 CHOP-promoter luciferase, tunicamycin-induced, 15-18 h; inhibition, % at 10 µM; actives 3.8% (n = 220,000);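 active = compounds that reduced the stress-induced luciferase reporter signal by more than about 70% of percent inhibition, limit read from the data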;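 note: 0% = tunicamycin plus vehicle and 100% = wells without tunicamycin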
# BaF3 parental = counter-screen for JAK2V617F inhibitors: parental Ba/F3 viability inhibitors; CellTiter-Glo ATP luminescence; inhibition, % at 5.6 µM; actives 1.1% (n = 220,000); AID 1486;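 active = inhibition above a per-campaign cutoff, the mean inhibition of all tested compounds plus 3 SD, cut at about 27% in these data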;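 note: 0% = DMSO wells and 100% = JAK Inhibitor I control wells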
# Ba/F3 V617F tox = lowers viability of Ba/F3 cells expressing EpoR and JAK2V617F; ATP luminescence; inhibition, % at 5.6 µM; actives 1.1% (n = 220,000); AID 1446;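 active = inhibition above the campaign mean plus 3 SD over all tested compounds, cut at about 24% in these data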;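 note: cytokine-independent growth of Ba/F3 cells driven by EpoR plus mutant JAK2; 0% = DMSO-treated cells and 100% = JAK inhibitor I control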
# NPY-Y2 PAM-ag = potentiators or agonists of human neuropeptide Y receptor Y2. cells expressing NPY-Y2, potentiator/agonist read-out. activation, % at 3.6 µM. AID 1359. actives 0.45% (n = 220,000); in the data active = activation above about 27%;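 note: cells stimulated with NPY near EC25 plus isoproterenol at EC100; 0% = vehicle plus submaximal agonist and 100% = vehicle plus saturating agonist; some results beyond the cut were filed as inactive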
# Target sequence (P49146 whole entry, looked up): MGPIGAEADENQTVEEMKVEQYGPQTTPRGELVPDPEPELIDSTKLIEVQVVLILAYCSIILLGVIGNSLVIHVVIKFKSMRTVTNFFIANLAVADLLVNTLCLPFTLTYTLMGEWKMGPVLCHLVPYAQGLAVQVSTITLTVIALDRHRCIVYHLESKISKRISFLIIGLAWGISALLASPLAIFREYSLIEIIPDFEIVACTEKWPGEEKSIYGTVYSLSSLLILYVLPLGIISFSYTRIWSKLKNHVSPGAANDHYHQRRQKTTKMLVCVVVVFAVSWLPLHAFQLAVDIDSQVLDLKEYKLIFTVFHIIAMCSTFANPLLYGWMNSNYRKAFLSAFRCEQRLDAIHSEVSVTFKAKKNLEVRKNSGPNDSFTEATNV
# S1P4 antagonist = blocks the human S1P4 receptor. O95977. S1P4-expressing cells, antagonist mode, reporter read-out. inhibition, % at 4.98 µM. actives 0.26% (n = 220,000); in the data active = inhibition above about 29%;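 note: 0% = wells stimulated with agonist and 100% = vehicle wells without agonist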
# * hit, by the source's call; x = not tested or not shown.
SMILES,NPY Y1 blocker,S1P4 ag,p47phox inh,NPY-Y1 PAM-ag,CHOP inh,BaF3 parental,Ba/F3 V617F tox,NPY-Y2 PAM-ag,S1P4 antagonist
Cc1[nH]nc(-c2ccc(O)cc2O)c1Oc1ccccc1,8,1.1,-18,4,20,-1,-3,11,-12
Cc1ccc(N2CC(O)=C(c3ccccc3)C2=N)cc1,0,-2.4,-1,13,-4,-2,-3,3,-13
O=C1CC(N2CCOCC2)C(=O)N1c1ccc(Cl)cc1 (stereo not given),x,0.1,0,7,4,2,-3,13,6
COc1ccc(-n2c(Cc3cccn3C)nnc2SCC(=O)NC2CCCCC2)cc1,1,-1.2,-9,4,1,8,-2,5,1
Cc1cccc(NC(=O)Cn2nnc3sc4c(c3c2=O)CC(C)(C)OC4)c1,x,0.0,-4,-26,0,-2,4,-17,-13
COc1ccc(CN(Cc2cc3cc4c(cc3[nH]c2=O)OCO4)C(=O)NC2CCCCC2)cc1,-2,2.0,-12,-17,7,0,-3,-1,-15
Cc1occc1-c1nnc(SCC(=O)N2CCc3ccccc32)o1,5,-3.3,-5,13,4,4,-2,-4,-17
C/C(=N\OC(=O)c1ccc(F)cc1)c1sc(-c2ccccc2)nc1C,-9,0.3,-4,9,43,4,-1,-7,-13
CCOC(=O)c1ccccc1N/C=C/C(=O)c1cccs1,0,2.9,-33,-6,54,5,2,-13,-9
COC(=O)c1ccccc1NC(=O)CSc1nnnn1C1CCCCC1,3,0.7,-7,-27,38,3,1,-5,8
O=c1c2ccccc2nnn1Cc1nnc(-c2ccccc2Br)o1,5,-2.9,-10,1,24,-2,-4,4,-6
COc1ccc(CCNC(=O)c2ccn[nH]2)cc1OC,4,0.1,-6,-8,3,6,3,-17,-13
CCCNc1nc(N2CCOCC2)nc(N2CCOCC2)n1,3,-0.9,-13,6,4,6,-2,13,-3
OCCN1CCN(CC(O)COc2ccc3c(c2)OCO3)CC1 (stereo not given),-1,-2.1,-6,24,-5,4,0,15,8
COc1ccc(-c2cc(C(=O)O)nc3ccc4ccccc4c23)cc1OC,4,1.6,-8,19,-3,7,3,-2,-10
O=C(NCCN1CCOCC1)Nc1ccc(Cl)cc1,1,-1.0,-7,-4,12,1,-2,3,-3
Cc1csc2nc(CSc3nc4ccccc4o3)cn12,2,0.6,-3,-1,14,7,3,-6,-5
O=C(Nc1ccc(-n2ccnc2P(=O)(O)c2ccccc2)cc1)c1ccccc1Br,7,0.2,-3,-7,3,10,4,-23,4
Cc1nn(-c2cc(N3CCNCC3)ccc2[N+](=O)[O-])c(=O)c2ccccc12,7,1.7,3,20,-17,1,4,15,-20
CCOc1ccccc1N1CCN(S(=O)(=O)c2ccc3c4c(cccc24)C(=O)N3)CC1,3,0.6,-23,14,99*,5,0,-5,20
CCOC(=O)c1ccc(NC(=O)C2CC2)cc1,4,0.6,-5,13,15,2,-2,-6,5
Cn1c(=O)c2c(nc(SCC(=O)NCc3ccc4c(c3)OCO4)n2Cc2ccc(Cl)cc2)n(C)c1=O,0,-0.9,8,-29,21,2,-4,-4,-5
C=CCNC(=O)C1CCN(c2ccc(S(=O)(=O)N3CCOCC3)cc2Cl)CC1,1,-0.4,4,-1,-12,4,-4,-4,-13
CCn1c(SCC(=O)N2CCC(C(N)=O)(N3CCCCC3)CC2)nc2ccccc2c1=O,2,-0.4,x,-8,x,1,-1,-13,-18
CCOc1ccc(C(F)(F)F)cc1NC(=O)c1ccc(OC)c([N+](=O)[O-])c1,0,-2.0,9,-9,-6,3,-5,10,8
Cc1[nH]c2ccccc2c1C(=O)CN1CCCC1,3,0.3,-5,-4,13,5,-4,1,3
CN(Cc1cnn(C)c1)S(=O)(=O)c1cccc([N+](=O)[O-])c1,-1,-0.2,8,1,-20,1,-2,-3,19
C/C(=N\NC(=O)c1cccc(N/N=C(\C)c2cc(O)ccc2O)c1)c1cc(O)ccc1O,-3,0.0,-51,16,51,-3,-2,10,-13
COc1cc(-c2cc(C(=O)Nc3nc4ccccc4s3)c3ccccc3n2)cc(OC)c1OC,-1,-0.5,-67,-13,-1,2,-1,8,-6
C=CCSC1=NC(N)=C(C#N)C2(CCCCC2)C1C(N)=O (stereo not given),0,2.6,-6,17,35,1,-4,7,-30

# A draw from above in order of length of the SMILES, largest number first.
SMILES,NPY Y1 blocker,S1P4 ag,p47phox inh,NPY-Y1 PAM-ag,CHOP inh,BaF3 parental,Ba/F3 V617F tox,NPY-Y2 PAM-ag,S1P4 antagonist
C/C(=N\NC(=O)c1cccc(N/N=C(\C)c2cc(O)ccc2O)c1)c1cc(O)ccc1O,-3,0.0,-51,16,51,-3,-2,10,-13
COc1cc(-c2cc(C(=O)Nc3nc4ccccc4s3)c3ccccc3n2)cc(OC)c1OC,-1,-0.5,-67,-13,-1,2,-1,8,-6
CCn1c(SCC(=O)N2CCC(C(N)=O)(N3CCCCC3)CC2)nc2ccccc2c1=O,2,-0.4,x,-8,x,1,-1,-13,-18
CCOC(=O)c1ccc(NC(=O)C2CC2)cc1,4,0.6,-5,13,15,2,-2,-6,5

# Other entries:
SMILES,NPY Y1 blocker,S1P4 ag,p47phox inh,NPY-Y1 PAM-ag,CHOP inh,BaF3 parental,Ba/F3 V617F tox,NPY-Y2 PAM-ag,S1P4 antagonist
Cc1c(C#N)c(N)nc2c3c(sc12)NC(=O)CC3c1ccc(Cl)cc1 (stereo not given),34*,2.7,-20,-39,101*,-3,1,0,0
CC(=O)Nc1sc(NC(=O)c2ccc(C)cc2)nc1-c1cccs1,3,0.6,-5,-5,20,0,-2,-7,-39
COc1cc(NC2CCCCC2O)c2nc(-c3ccc(Cl)cc3)ccc2c1 (stereo not given),x,0.0,6,-4,-18,0,-3,-12,30*
COc1ccccc1NS(=O)(=O)c1ccc(N/N=C/c2c(C)nn(-c3ccccc3)c2N2CCCC2)c([N+](=O)[O-])c1,1,0.4,2,-23,18,1,-3,0,-1
O=C(O)CCCC(=O)NCCc1ccncc1,-14,-3.5,4,-1,22,6,2,6,-19
Cn1c(O)c(N=NC(=O)c2cc(-c3cccs3)nc3ccccc23)c2ccccc21,-4,1.3,-12,18,25,5,-1,2,-7
CC(C(=O)Nc1ccccc1-c1ccccc1)N1CCCCC1 (stereo not given),9,1.3,-9,-44,31,5,1,-46,1
O=C(CNC(=O)c1ccccc1F)OCC(=O)N1CCCc2ccccc21,2,0.0,-3,7,12,-2,-3,4,-2
CCc1cccc(CC)c1NC(=O)CO/N=C(\N)CC(=O)NC1CCCCC1,-2,-0.1,-10,1,-11,5,3,3,3
Cc1cccc(NS(=O)(=O)c2ccc(Oc3ccccc3)cc2)n1,1,-3.0,-3,-7,43,4,-3,6,5
COC(=O)c1ccc(C(NC(=O)OCc2ccccc2)/C(C)=C/[C@@H](C)C(=O)NCc2ccc(-c3ccccc3)cc2)cc1 (stereo not given in full),9,0.9,-12,-1,27,4,-2,-3,3
COC(=O)Cc1n[nH]c(=S)[nH]c1=O,1,1.4,-6,-9,-3,4,-2,-10,1
COc1ccc(NC(=O)CSc2nc3ccccc3c(=O)n2CCCN2CCOCC2)c(OC)c1,1,-0.7,-1,-18,23,10,4,-14,1
O=C(Nc1nnc(SCC(=O)N2CCCCC2)s1)c1cccs1,3,-0.6,-2,-4,-33,4,-1,12,0
Cc1cccc(-n2c(SCc3cc(=O)n4c(C)cccc4n3)nc3[nH]ncc3c2=O)c1,3,-2.1,-8,-15,18,2,-5,4,-15
CCCn1cnc2scc(-c3ccc(C)cc3)c2c1=O,0,1.5,-12,0,15,-1,-4,-6,-12
COc1cc(Nc2c3c(nc4ccccc24)CCCC3)cc(OC)c1OC,-3,3.1,-22,15,-19,-1,4,4,-15
O=C(CSc1ncn[nH]1)OCN1C(=O)c2ccccc2C1=O,-2,0.7,-5,-1,-2,3,3,3,-11
O=C1c2ccccc2NC(c2cccc(O)c2)N1Cc1ccco1 (stereo not given),x,0.9,-15,6,4,-3,0,-2,3
Cc1ncc(CSc2nnnn2-c2ccccc2)c(N)n1,-1,-0.2,1,-20,-7,2,1,-1,-4
CCCCCCCC(=O)N/N=C(/C)c1c(O)cc(C)oc1=O,1,-0.4,-15,-20,16,-1,-3,-21,-17
CCc1nnc(NS(=O)(=O)c2ccc(NC(=O)COc3ccc4ccccc4c3)cc2)s1,3,-0.7,-27,16,1,4,-2,11,5
Cc1onc(-c2ccccc2)c1C(=O)N1CCN(C(=O)c2ccco2)CC1,0,0.8,-1,-5,15,2,-3,8,-14
COc1cccc(N2CC(O)=C(c3nc4ccccc4c(=O)[nH]3)C2=N)c1,5,1.8,11,-8,-22,81*,78*,-15,-2
CN(CC(=O)NCCc1ccccc1)S(=O)(=O)c1cccs1,10,2.8,-8,7,42,2,-2,22,3
Nc1nc2n(n1)C(c1ccco1)CC(c1ccccc1)N2 (stereo not given),-1,-1.3,46*,-5,-1,0,-7,15,-10
CCOc1ccc2[nH]c(=O)c(CN(CCc3ccccc3)C(=O)c3cnccn3)cc2c1,6,4.2,-12,12,21,2,0,-3,-6
Cc1nc(SCCC(=O)O)c2ccccc2n1,7,-0.5,1,-16,37,3,0,-21,-15
CC1CCCCN1c1ncnc2ccccc12 (stereo not given),-14,-2.1,-12,4,52,9,5,-4,-22
Cc1ccc(C2NC(=NCc3ccccc3)Nc3nc(C)cc(=O)n32)cc1 (stereo not given),x,-3.6,-9,18,-2,-1,-3,-1,7
Clc1cccc(-c2nc(-c3ccccn3)no2)c1,6,0.4,-13,-22,60,4,-1,-3,9
O=C(CCSc1ccccc1)N1CCN(c2ccccc2)CC1,11,2.4,-3,0,-3,5,-3,-10,5
Nc1nn2c(C(F)(F)F)cc(=O)[nH]c2c1N=Nc1cccc(F)c1,3,-0.2,1,-13,-2,0,3,3,-4
Cn1nnnc1SCC(=O)NCc1ccc2c(c1)OCO2,4,1.6,2,-9,-8,2,1,1,-5
COc1ccc(N2CCN(C(=O)COc3ncnc4ccccc34)CC2)cc1,4,1.8,-2,4,7,8,5,-1,0
O=C1N(Cc2cccnc2)C[C@@H]2C[C@@H](c3cccc(OCc4ccccc4)c3)N3CCC[C@@]123,4,0.6,-5,1,22,2,-1,-19,-19
Cc1ccc(OCCn2c(=O)cnc3ccccc32)cc1,13,-0.7,2,-36,7,13,9,-21,0
COC(=O)N/N=C(\C)c1cccc(C(F)(F)F)c1,4,1.4,2,5,-8,4,-2,10,-9
Cc1cc(C)c(NC(=S)NC(=O)c2c(Cl)c(C)nn2C)c([N+](=O)[O-])c1,-1,0.1,-2,1,20,0,-1,-1,-11
CCS(=O)(=O)N1CCc2cc(OC)c(OC)cc2C1,7,-1.2,-10,3,28,2,-3,15,-10
CCN(CC)CC(O)Cn1c(-c2ccccc2Cl)nc2ccccc21 (stereo not given),x,0.2,-12,-5,-7,-1,-4,-21,-3
Nc1nnc2c(n1)CCCC2,3,1.5,-6,8,-9,9,3,8,-8
COc1ccc(C2=NO[C@@H]3C(=O)N(Cc4ccccc4)C(=O)[C@H]23)c(OC)c1,x,-0.1,-13,1,-7,-2,4,-11,0
CCCCNCCCOc1cccc(Cl)c1,-4,-1.6,-9,-10,15,2,-5,4,1
COc1ccc(-c2c(C)n([O-])c3c([n+]2=O)CCCC3)c(OC)c1,2,-3.7,-7,-4,39,-2,-6,10,0
Cc1ccc(C(=O)O)cc1S(=O)(=O)N1CCCC1,6,0.8,-10,13,5,3,-2,9,-22
Cc1[nH]nc(Nc2ccccc2)c1[N+](=O)[O-],1,1.3,-4,14,21,10,1,9,-16
Cc1ccc2nc(Cl)c(/C=N/NC(=O)c3ccccc3O)cc2c1,-1,3.5,-40,-12,6,5,-1,0,-7
